Assay outcomes deposited in PubChem BioAssay by several laboratories.
Rtt109 Vps75 – C. albicans Rtt109 histone acetyltransferase inhibition | Q5AAJ8 | purified Rtt109/Vps75, ThioGlo CoA-SH fluorescence, 4 h | inhibition, % at 34.9 µM | 0.16% of 330,000 active | AID 540336;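 active = inhibition of at least 50% in every replicate; inconclusive = best replicate reaches 50% inhibition but some replicates fall short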
RTF Ca sens act – increases calcium sensitivity of human cardiac regulated thin filaments; IANBD-labeled TnC RTF fluorescence at EC20 calcium; 0% EC20 calcium, 100% full calcium; activation, % at 7.2 µM; 0.24% of 340,000 active; AID 493008;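 active = activation above the mean over all tested compounds plus 3 SD, cut at about 30% in these data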;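 also: rise in fluorescence read as greater calcium sensitivity of cardiac thin filaments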
dFosB activator – activators of mouse delta FosB homodimer; purified delta FosB, TAMRA-CDK5 oligo fluorescence polarization; percent of positive-control signal above neutral wells; activation, % at 25 µM; 0.99% of 340,000 active;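 active = mean activation above about 17%, with every replicate also reaching it, limit read from the data, passing the limit was not always enough; inconclusive = only one of the two conditions met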;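 also: fluorescence polarization rise as delta FosB binds a TAMRA Cdk5 AP-1 oligo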
SR-BI uptake up – activators of SR-BI mediated HDL lipid uptake. activation, % at 12.5 µM. AID 504775. 0.096% of 320,000 active. CHO ldlA[mSR-BI] cells, DiI-HDL uptake fluorescence, 3 h; 100 = double the neutral-control signal;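 active = mean replicate activation of at least 60% and every replicate at or above 60%; inconclusive = mean or all-replicate condition met, but not both; inactive = mean below 60% and not all replicates reaching 60%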;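 also: 0% = median plate neutral-control signal and 100% = twice that signal; values of inactives mirror those of a sister screen read the other way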
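System: CHO ldlA[mSR-BI] cells / Medium: HEPES-buffered (25 mM, pH 7.4) F12 plus 0.5% BSA / Probe or stimulus: labelled HDL, 10 µg/mL / Doses: single compound concentration, delivered by pin transfer / Schedule: 3 h, 37 °C / Measured by: DiI fluorescence, bottom read / Measure: cell-associated DiI fluorescence as measure of HDL uptake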
HTR5A ag – activates human HTR5A in OPRM1-OPRD1 agonist counter-screen; P47898; HTR5A agonist assay, luminescence, cell-based; activation, % at 9.3 µM; 0.61% of 340,000 active; AID 504692; in the data active = activation mostly above about 9.5%, no sharp cut-off; inactive = mostly below about 7.6%;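 also: 0% = cells with vehicle only and 100% = reference agonist; strong numbers were not always called active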
Target sequence (P47898 whole entry, looked up): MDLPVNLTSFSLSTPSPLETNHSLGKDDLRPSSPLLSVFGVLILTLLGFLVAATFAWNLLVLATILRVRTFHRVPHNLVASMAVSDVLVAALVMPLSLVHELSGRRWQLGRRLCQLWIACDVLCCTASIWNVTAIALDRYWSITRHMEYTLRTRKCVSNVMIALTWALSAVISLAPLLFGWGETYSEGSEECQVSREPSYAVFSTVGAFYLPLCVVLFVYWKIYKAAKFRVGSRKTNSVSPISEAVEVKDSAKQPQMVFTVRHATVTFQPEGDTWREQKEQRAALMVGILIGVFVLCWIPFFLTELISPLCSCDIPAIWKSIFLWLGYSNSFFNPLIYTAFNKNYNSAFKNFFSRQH
MITF act – activators of MITF-driven TRPM1 promoter activity in SK-MEL-5 cells; AID 588334; 0.75% of 300,000 active; SK-MEL-5 TRPM1-promoter luciferase, 24 h; % of positive control, neutral wells = 0; activation, % at 12.5 µM;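 active = mean activation of at least 80% with every replicate also reaching 80%; inconclusive = mean reaches 80% but some replicate falls short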;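 also: 0% = neutral control wells and 100% = parthenolide positive control wells; values of inactives mirror those of a sister screen read the other way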
CDK5 p35 inh – CDK5/p35 (human) kinase inhibition | Q00535+Q15078 | Recombinant CDK5/p35, ADP-Glo luminescence, 60 min | inhibition, % at 10 µM | 0.01% of 330,000 active | AID 488839;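 active = highest replicate inhibition of at least 50% and at least 75% of replicates reaching 50%; inconclusive = only one of the two criteria met; inactive = both criteria failed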;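 also: plate controls were DMSO neutral control for no effect and GW8510 at 10 µM for full effect; many of its hits are not listed in these tables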
PvdQ inh – P. aeruginosa PvdQ acylase inhibition; purified PvdQ acylase, fluorescence plate reader; inhibition, % at 10 µM; 0.063% of 340,000 active; AID 488965; in the data active = inhibition above about 30%, passing the limit was not always enough; inconclusive = no clear call, values can overlap the other calls;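 also: 0% = vehicle neutral wells and 100% = reference inhibitor wells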
SR-BI DiI inh – mouse SR-BI HDL lipid transfer inhibition; 0.96% of 320,000 active; Q61009; inhibition, % at 12.5 µM; ldlA[mSR-BI] CHO cells, DiI-HDL uptake fluorescence, 3 h;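 active = mean replicate inhibition of at least 70% and a set share of replicates each scoring 70 or more; inconclusive = meets just one of the two criteria; inactive = fails both criteria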;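 also: 0% = median of neutral control wells and 100% = median of positive control wells; values of inactives mirror those of a sister screen read the other way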
Target sequence (Q61009 whole entry, looked up): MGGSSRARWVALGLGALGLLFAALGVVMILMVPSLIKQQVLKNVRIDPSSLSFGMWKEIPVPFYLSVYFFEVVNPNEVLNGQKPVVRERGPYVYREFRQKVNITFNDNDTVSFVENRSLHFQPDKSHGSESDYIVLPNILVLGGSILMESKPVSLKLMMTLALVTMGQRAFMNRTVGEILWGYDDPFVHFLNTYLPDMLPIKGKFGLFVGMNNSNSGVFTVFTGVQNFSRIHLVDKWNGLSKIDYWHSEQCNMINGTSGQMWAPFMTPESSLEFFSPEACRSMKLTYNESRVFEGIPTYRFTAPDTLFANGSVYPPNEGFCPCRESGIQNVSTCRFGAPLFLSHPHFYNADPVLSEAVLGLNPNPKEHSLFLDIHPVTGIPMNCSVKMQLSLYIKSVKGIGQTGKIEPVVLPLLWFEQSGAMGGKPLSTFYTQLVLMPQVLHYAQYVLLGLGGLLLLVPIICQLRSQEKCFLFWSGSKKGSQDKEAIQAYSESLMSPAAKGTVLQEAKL
Wnt bcat act – Wnt/beta-catenin pathway activation; Wnt/beta-catenin reporter cell assay, activator, plate reader; activation, % at 9.35 µM; 1.2% of 300,000 active; AID 743398; in the data active = activation above about 30%, passing the limit was not always enough; inconclusive = no clear call, values can overlap the other calls;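 also: 0% = neutral control wells and 100% = positive control wells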
Numbers without * were called inactive; ? = inconclusive; / = not tested or not shown; & = joins results of further samples.

SMILES	Rtt109 Vps75	RTF Ca sens act	dFosB activator	SR-BI uptake up	HTR5A ag	MITF act	CDK5 p35 inh	PvdQ inh	SR-BI DiI inh	Wnt bcat act
S=c1[nH]nc(Cn2c(-c3ccccn3)nc3ccccc32)n1-c1ccc2c(c1)OCCO2	4	-2	-5	-7	-1	/	-0.1	-5	7	1
COc1ccc(CCNC(=O)c2cc(C3CC3)nc3c2cnn3C(C)C)cc1	3	-1	-12	-7	2	2	0.0	-3	7	-6
CCOC(=O)c1ccc(NC(=O)C(CC)(CC)C(=O)OCC)cc1	18	-4	-9	-10	3	-5	1.5	12	10	/
O=C(Oc1ccc(/C=N/NC(=O)c2ccccn2)cc1)c1ccc(Br)cc1	7	-4	2	28	2	42	-0.3	2	-28	16
NC(=O)C[C@H]1NC(=O)[C@H](CCC(=O)O)NC(=O)c2cc([N+](=O)[O-])cc(I)c2NCCC[C@@H](C(N)=O)NC1=O	1	0	-2	29	1	0	-1.5	-1	-29	2
CCn1c(C)cc(/C=C2/SC(=O)N(CC(=O)N3CCCC3)C2=O)c1C	-2	1	-2	/	2	/	-1.7	-3	/	3
CC1(c2ccc3c(c2)OCO3)NC(=O)N(CC(=O)Nc2ccccc2[N+](=O)[O-])C1=O (stereo unspecified)	0	2	-5	3	-4	-9	-0.3	-9	-3	-2
CCOc1ccc(NC(=S)Nc2ccc(OCC)cc2)cc1	12	2	1	9	-1	5	-0.8	3	-9	-5
O=C(CN1CCN(S(=O)(=O)c2ccc(F)cc2)CC1)Nc1ccccc1C(=O)NC1CC1	2	-4	-8	33	1	-1	1.9	-14	-33	1
CNC(=O)c1ccc(OCc2ccccc2)c(OC)c1	-3	-6	-1	-6	1	23	-0.3	-9	6	/
COc1ccc2nc(SCC(=O)Nc3ccc4c(c3)OCCO4)[nH]c2c1	5	-3	-5	20	4	-6	1.2	-14	-20	-12
CC(C)[C@H](NC(=O)N1c2ccccc2NC(=O)[C@@H]1C(C)C)C(=O)N1CCC[C@H]1C(=O)O	14	1	-9	3	3	3	-1.6	-10	-3	-2
CCOC(=O)c1c(NCCN(C)C)c2ccccc2[nH]c1=O	-17	-2	-8	/	7	4	1.8	-9	/	2
O=C(Nc1nnc(S(=O)(=O)N2CCCCCC2)s1)c1ccc(Cl)cc1	14	-4	-3	5	0	-8	0.3	2	-5	-2
CC(=O)O[C@H]1C(=O)[C@@]2(C)[C@H]([C@H](OC(=O)c3ccccc3)[C@]3(O)C[C@H](OC(=O)[C@H](O)C(NC(=O)c4ccccc4)c4ccccc4)C(C)=C1C3(C)C)[C@]1(OC(C)=O)CO[C@@H]1C[C@@H]2O (stereo partly specified)	-2&-2	-1	3	10&-7	-5	-18	-0.1	-2&11	-10&7	-11
Cc1cc2nc(CS)[nH]c2cc1C	-1	1	-14	3	-1	6	-0.1	-10	-3	6
CCCCOC(=O)Nc1nnc(Cc2ccc(Cl)cc2)s1	-13	3	-4	17	-1	-8	0.1	6	-17	1
CC(=O)c1sc(NCc2ccccc2)nc1C	4	-2	-4	/	0	28	0.3	-6	/	5
CNC(=O)NC(=O)CSc1ccc(NC(C)=O)cc1	0	7	-5	7	2	/	0.7	-10	-7	-1
CC(C)C(NC(=O)c1ccc2c(c1)OCCO2)c1nc2ccccc2[nH]1 (stereo unspecified)	-17	-2	9	17	0	-4	1.8	-2	-17	2
O=C(NCCNC(=O)c1ccc(Cl)cc1Cl)c1cnccn1	4	-7	-5	/	3	6	-0.1	3	/	0
CC(=O)c1ccc(N2CCN(CC3CCCCC3)CC2)cc1	0	-5	-3	13	-1	19	-1.4	-7	-13	0
Cc1cnc(C(=O)OCC(=O)N2c3ccccc3NC(=O)C2(C)C)cn1	-13	7	1	-12	0	/	-0.4	-14	12	1
CN1OC[C@@H]2CN(C(=O)CCc3ccccc3)[C@H](c3cccc(N4CCOCC4)c3)C[C@@H]21	-4	-1	1	14	0	12	-2.1	-11	-14	-2
O=C(CNC(=O)C1CCCCC1)Nc1ccc(F)c(Cl)c1	7	0	2	-15	-4	4	-1.6	-15	15	0
COCC(=O)N(C)c1nnc(-c2ccc([N+](=O)[O-])cc2)s1	0	7	5	10	5	28	-17	14	-10	/
COc1ccc(C(=O)N2CCN(c3nc4cc(C)ccc4cc3C#N)CC2)c(OC)c1	2	8	-18	-26	-2	-2	1.8	-13	26	-4
O=C(CN(C(=O)Cn1nnc(-c2cccs2)n1)c1ccc2c(c1)OCCO2)NCC1CCCO1 (stereo unspecified)	3	9	-10	7	-2	/	-2.1	10	-7	-1
CCc1[nH]nc(C(=O)N2CCCC(N3CCN(c4ccccc4C)CC3)C2)c1C (stereo unspecified)	0	0	-6	-36	-3	8	-0.9	-8	36	1
COC(=O)[C@@H]1C[C@@]2(O)[C@H](O)[C@H](O)[C@H](O)C[C@H]2N1Cc1cc(OC)cc(OC)c1	15	-1	-5	26	3	-1	0.1	7	-26	-1
Cc1sc2nc(C3CC3)nc(NCCNS(=O)(=O)c3ccccc3)c2c1C	2	3	-12	-15	2	2	0.5	-6	15	-2
CC(C)(C)OC(=O)NCCCCCNC(=O)c1nc[nH]c1C(=O)N1CCc2ccccc2C1	-2	0	-16	6	3	-8	-1.5	-13	-6	-1
O=S(=O)(c1ccc(Cl)cc1)N1CCCCCC1	-1	0	-3	11	1	8	-0.2	7	-11	-3
Cc1c(Cl)cccc1NC(=O)C1CCN(c2cnccn2)CC1	-13	-2	-8	/	3	7	-2.9	-4	/	-1
Cc1ccc(CNC(=O)c2ccc(N3CCc4ccccc43)c([N+](=O)[O-])c2)cc1	-5	-1	-6	-31	0	5	0.8	-6	31	0
CC(=NNC(=O)c1ccncc1)c1ccc2ccccc2c1O	1	48*	-7	-127	1	/	-0.8	-7	127*	-3
CC(=O)OC1CCC2C3CCc4cc(O)ccc4C3CCC12C (stereo unspecified)	2	2	-4	-2	3	-2	0.7	-6	2	1
COc1ccc(CC(=O)NC2CCSc3ccccc32)cc1OC (stereo unspecified)	-7	4	0	3	-2	0	0.6	-4	-3	3
Cc1nc([N+](=O)[O-])cn1CC(O)c1ccc(F)cc1 (stereo unspecified)	-11	-1	5	1	-5	/	1.4	12	-1	0
COc1ccc2nc(Nc3ccccc3OC)sc2c1	-2	1	-2	-50	1	53	-0.2	11	50	48*

Entries listed so far marked active in SR-BI DiI inh.
SMILES | Rtt109 Vps75 | RTF Ca sens act | dFosB activator | SR-BI uptake up | MITF act | CDK5 p35 inh | PvdQ inh | SR-BI DiI inh | Wnt bcat act
CC(=NNC(=O)c1ccncc1)c1ccc2ccccc2c1O | 1 | 48* | -7 | -127 | / | -0.8 | -7 | 127* | -3

Next compounds follow:
SMILES	Rtt109 Vps75	RTF Ca sens act	dFosB activator	SR-BI uptake up	HTR5A ag	MITF act	CDK5 p35 inh	PvdQ inh	SR-BI DiI inh	Wnt bcat act
CN(CC(=O)NCc1ccncc1)S(=O)(=O)c1ccc(F)cc1	-8	2	1	31	14	-3	-0.7	-4	-31	0
COc1ccc(C(=O)N2CCN(c3ccc(C)c(C)c3)CC2)cc1OC	-13	2	-13	-10	0	5	-1.9	-17	10	0
COc1ccccc1CCNC(=O)C(=O)NCC1OCCN1S(=O)(=O)c1ccc(F)cc1 (stereo unspecified)	-2	3	-3	12	1	-10	-2.5	-14	-12	-3
CN(C)C(=O)COc1ccc(Br)cc1	-10	9	-5	-12	-2	0	0.6	-11	12	-3
COc1ccc(/C=C2\SC(=S)N(CCC(=O)NC3=NCCS3)C2=O)cc1OC	-4	3	1	-14	-2	-7	-0.7	-7	14	-1
Cc1ccc(NC(=O)C(c2ccccc2)c2ccccc2)nc1	-4	-5	-10	3	4	-9	1.3	2	-3	0
COc1ccc(CCNC(=O)CC(C)S(=O)(=O)c2ccc3c(c2)NC(=O)CO3)cc1OC (stereo unspecified)	-1	-2	-2	1	0	7	/	-16	-1	3
CCOC(=O)N/N=C/c1ccc(N2CCOCC2)s1	10	3	0	9	-1	0	0.1	12	-9	/
O=C(Oc1ccc(-c2nc(-c3ccccn3)no2)cc1)c1ccccc1	5	-5	3	-3	2	-36	7.7	-3	3	2
NC(=S)Nc1cccc2cn[nH]c12	1	0	-3	20	2	-5	0.7	-15	-20	8
Cc1c(NC(=O)CSc2ncnc3c2cnn3-c2ccccc2)c(=O)n(-c2ccccc2)n1C	-5	2	-12	-8	8	-6	-0.7	-12	8	-2
COc1ccc(CC(=O)OCC(=O)NC2CCCCC2)cc1	12	0	5	6	2	1	-1.6	1	-6	0
C/C(=N\Nc1cc(C)nc(NCc2ccccc2)n1)c1ccc([N+](=O)[O-])cc1	-4	1	30*	-86	2	/	0.2	-12	86*	-4
CCc1nc(SCC(=O)Nc2c(C)n(C)n(-c3ccccc3)c2=O)n[nH]1	2	1	0	17	4	7	1.5	-14	-17	-2
O=C(c1cccc(F)c1)N1CCN(C(=O)C2CC2)CC1	-12	17	-10	-25	3	/	-3.5	-5	25	/
CCN(CC)C(=O)c1sc2[nH]c(=S)n(-c3ccccc3)c(=O)c2c1C	-3	1	2	0	-2	4	0.0	1	0	1
COc1ccc(CCNC(=O)C2CCN(S(=O)(=O)c3ccc(NC(C)=O)cc3)CC2)cc1OC	-3	-5	0	6	1	-6	-0.6	-11	-6	-1
CCCCOc1ccc(C(=O)NCCc2ccccc2)cc1	-2	-2	-4	8	3	26	0.5	-14	-8	14
CC(C)(C)c1ccc(CCC2OCC(CN3CCOCC3)O2)cc1 (stereo unspecified)	-2	-4	-7	27	1	2	0.9	-7	-27	3
O=C(CCNS(=O)(=O)c1ccc2c(c1)CCC(=O)N2)NCc1ccc2c(c1)OCO2	-4	10	0	-1	12	/	1.1	1	1	-2
Cc1ccc(S(=O)(=O)N2CCN=C2SC(C)c2ccccc2)cc1 (stereo unspecified)	0	-5	-13	-9	7	0	-0.6	-8	9	-1
O=C(NN=Cc1ccc(F)cc1)c1cccc(S(=O)(=O)N2CCCC2)c1	15	-6	0	-20	5	-1	-0.1	18	20	-1
COc1cnc(N(C)C)nc1Sc1ccc(Cl)cc1	-4	5	3	-30	1	-4	-0.7	-2	30	-7
O=S(=O)(NCCc1nc2ccccc2[nH]1)c1ccccc1	3	-6	-9	18	-3	-7	0.9	-13	-18	3
c1ccc(Oc2ccc3ccccc3n2)cc1	/	-2	2	23	1	40	-0.6	-7	-23	17
COc1ccc(Sc2ccccc2CN(C)C)cc1OC	-3	1	-1	0	4	1	0.4	-15	0	/
Cc1cc(NC(=O)Nc2cccc(Cl)c2)n(-c2ccccc2)n1	-5	2	3	-19	9	-3	1.2	-11	19	0
COc1ccc(NC(=O)NNC(=O)COc2cc(C)c(Cl)c(C)c2)c(OC)c1	0	-6	?	22	-1	-8	-0.7	3	-22	-2
COC(=O)c1cc(-c2cccs2)nn1-c1ccccc1	-1	6	-13	-9	-3	-2	-0.1	0	9	-1
